# Screens from PubChem.
# DENV2 CPE rescue: inhibitors of DENV2 cytopathic effect. DENV2-infected cells, cytopathic effect rescue, plate reader. CPE inhibition, % at 9.99 µM. 1.7% of 350,000 active. AID 651640; in the data active = CPE inhibition above about 20%, passing the limit was not always enough; inconclusive = no clear call, values can overlap the other calls; tested in BHK-21 cells;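 also: 0% = median of neutral control wells and 100% = median of positive control wells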
# GSIS activator: GLuc luminescence reporter in INS-1E cells, primary screen for activators of glucose-dependent secretion of insulin; INS-1E GLuc reporter insulin secretion, 2-3 h; activation, % at 16.6 µM; 0.61% of 370,000 active;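 active = lowest replicate activation of at least 40%, so every replicate reaches that level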;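 also: 0% = median of neutral control wells and 100% = median of IBMX positive control wells; some compounds called inactive have numbers as strong as hits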
# EWS-Fli inh: inhibitors of EWS/Fli oncoprotein transcriptional activity; A673 NR0B1-luciferase reporter, viability-normalised; inhibition, % at 12.6 µM; 0.67% of 350,000 active; AID 651661;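 active = mean inhibition of at least 50% after viability correction, with every replicate also passing that limit; inconclusive = mean reaches 50% but only one of two replicates passes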;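 also: firefly luciferase signal divided by Alamar Blue viability fluorescence both relative to DMSO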
# ERp5 block: inhibitors of human ERp5; Q15084; ERp5 insulin aggregation, absorbance 650 nm, 90 min; inhibition, % at 9.99 µM; 0.05% of 350,000 active;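 active = mean replicate inhibition above about 25%, with every replicate also reaching it, limit read from the data, passing the limit was not always enough; inconclusive = only one of those two criteria met; inactive = neither criterion met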
# Target sequence (Q15084 whole entry, looked up): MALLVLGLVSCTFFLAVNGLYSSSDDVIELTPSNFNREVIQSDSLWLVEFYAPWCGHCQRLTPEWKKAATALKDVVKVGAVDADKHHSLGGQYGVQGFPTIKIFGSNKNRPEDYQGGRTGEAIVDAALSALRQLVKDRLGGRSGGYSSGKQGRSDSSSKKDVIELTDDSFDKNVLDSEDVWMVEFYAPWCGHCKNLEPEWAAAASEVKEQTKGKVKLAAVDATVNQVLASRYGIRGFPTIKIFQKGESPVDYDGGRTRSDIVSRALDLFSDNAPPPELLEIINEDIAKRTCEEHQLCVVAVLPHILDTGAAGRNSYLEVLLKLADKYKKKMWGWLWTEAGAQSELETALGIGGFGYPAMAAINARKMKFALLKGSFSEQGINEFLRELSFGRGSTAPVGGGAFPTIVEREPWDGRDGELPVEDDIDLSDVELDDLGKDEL
# PAX8 reporter: lowers PAX8-driven luciferase in RMG-I cells; RMG-I TPO-luciferase reporter, SteadyGlo, 24 h; inhibition, % at 12.6 µM; 1.2% of 360,000 active; AID 652154;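 active = mean replicate inhibition at least 60% with every replicate also reaching 60%; inconclusive = only one of the two criteria is met; inactive = mean below 60% and not all replicates reaching 60%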;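 also: luciferase light reporting Pax8 driven TPO promoter activity; plate controls were median of neutral control wells for no effect and mitoxantrone controls for full effect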
# XiGFP reactiv: X-chromosome reactivation activator | XiGFP mouse fibroblasts, % GFP-positive cells imaging, 3 d; cells co-treated with 5-aza-dC sensitizer; scaled so ellipticine positive control = 100% | activation, % at 7.58 µM | 0.055% of 360,000 active | AID 743238;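 active = mean normalized replicate activation at least 10% and every replicate at or above 10%; inconclusive = only one of the two criteria met; inactive = mean below 10% and not all replicates reach 10%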;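 also: 0% = median of on-plate neutral control wells and 100% = ellipticine 6 µM median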
#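 System: 68-5-11 XiGFP fibroblast line | Buffer or medium: DMEM containing 5-aza-dC | Compound: Single point | Times: Compounds 3 days, fix/stain 15 min at room temperature | Benchmarks: Positive control ellipticine, 6 µM final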
# ARNT TACC3 PPI: disruptors of human ARNT/TACC3 interaction. Q9Y6A5. AlphaScreen His-ARNT PAS-B/GST-TACC3 binding, luminescence; TACC3 fragment carries E629A point mutation. inhibition, % at 9.99 µM. 0.66% of 390,000 active. AID 623870;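 active = mean inhibition of replicates at least 50% and at least half of replicates each reaching 50%; inconclusive = half or more replicates reach 50% but mean below 50%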;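 also: 0% = complete ARNT plus TACC3 wells and 100% = ARNT alone without TACC3; many hits fall short of the cut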
# F508del corr: CFTR F508del correction in bronchial cells. CFBE cells, YFP halide quenching; stimulated with forskolin plus potentiator P3; % fluorescence drop versus neutral controls. AID 720511. 0.36% of 350,000 active. activity (quench increase), % at 7.58 µM;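 active = mean added fluorescence quench of at least 8% versus neutral control, with both replicates also reaching 8%; inconclusive = only one of the mean or replicate conditions met; inactive = mean below 8% and not both replicates reaching 8%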;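 also: cells transiently co-express mutant CFTR-F508del with the halide-sensitive YFP; corrector assay measuring rescue of mutant channel to the surface after 24 h compound exposure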
# * hit, by the source's call; ? = inconclusive; / = no result given; & = joins results of further samples. Compounds were not picked by outcome. About 4.2% of those tested had a hit in this group.
SMILES,DENV2 CPE rescue,GSIS activator,EWS-Fli inh,ERp5 block,PAX8 reporter,XiGFP reactiv,ARNT TACC3 PPI,F508del corr
CC(C)CCNC(=O)Cn1cc2c(n1)CCCCC2,-5,0,-12,4,-94,0.1,/,-1.4
O=C(Nc1cccnc1)c1cc(-c2ccc(Cl)cc2Cl)on1,2,0,/,4,14,0.1,-17,-2.1
C[C@H](CO)N1C[C@H](C)[C@@H](CN(C)C(=O)Nc2ccc3c(c2)OCO3)Oc2ccc(NS(=O)(=O)c3cccs3)cc2CC1=O,?,11,-7,-2,/,0.0,1,-2.1
O=C(CSc1nc2ccccc2n1CCc1ccccc1)NC1CC1,/,5,-7,2,15,0.0,-1,-1.3
O=C(C[C@@H]1C[C@@H]2c3cc(NS(=O)(=O)c4ccc(F)cc4)ccc3O[C@@H]2[C@H](CO)O1)NC1CCCC1,-6,-10,7,6,-8,0.1,-3,-1.5
COc1ccc(C[C@H]2CN3C(=NC[C@H]3C)N2CCNC(=O)c2ccc(C)c(Br)c2)cc1,-7,4,10,3,8,-0.1,20,2.2
CC(C)NC(=O)CN1CCN(Cc2nc(C(c3ccccc3)c3ccccc3)no2)CC1,/,-10,12,-1,-9,0.0,-2,2.8
O=C(N[C@@H]1CC[C@H](CCn2cc(Cc3ccccc3)nn2)O[C@H]1CO)c1cnccn1,-1,-7,2,0,-15,-0.2,/,-4.0
CCC(=O)N[C@@H]1CC[C@@H](CCn2cc(CN(C)C)nn2)O[C@@H]1CO,-1,8,6,0,-3,-0.3,4,-4.1
Cc1cc(C(=O)Nc2cccc3c2O[C@@H](CN(C)C(=O)Nc2cccc4ccccc24)[C@H](C)CN([C@@H](C)CO)C3=O)n(C)n1,-7,25,1,-1,5,-0.8,31,-0.7
N#Cc1ccc(C(=O)N2CCCCC2c2cc(C(=O)Nc3cccc(C#N)c3)no2)cc1 (configuration not stated),4,/,-2,-3,2,0.0,/,-0.2
CS(=O)(=O)Oc1ccc2c(c1)O/C(=C\C=C\c1ccccc1)C2=O,-4,-4,7,7,-10,0.0,8,-0.5
CCc1cccc(NS(=O)(=O)c2c(C)[nH]c(=O)[nH]c2=O)c1,-7,-7,-1,4,1,0.0,6,-0.1
O=C(CC1Oc2ccccc2NC1=O)NCCCN1CCCC1=O (configuration not stated),2,2,-3,4,10,0.1,2,-2.3
O=[N+]([O-])c1ccc2c(c1)c(-c1ccccc1)nc1nncn12,-4,14,0,6,-1,0.2,5,3.0
N#Cc1ccccc1OCC(=O)Nc1ccc2c(c1)OCCCO2,3,-3,-132,-3,-233,0.4,5,0.3
COc1ccc(Cl)cc1C(=O)Nc1cccnc1,3,6,-4,1,-22,-0.1,8,4.3
NC(=O)c1ccc(-n2c(CCC(=O)O)ccc2-c2cccs2)cc1,-5,-2,-7,3,3,0.1,-5,-1.5
Nc1nc(N2CCN(c3ccc(Cl)cc3)CC2)n[nH]1,-2,-1,-2,-6,12,0.0,-5,-1.5
C[C@H](CO)N1C[C@H](C)[C@@H](CN(C)C(=O)Nc2ccc3c(c2)OCO3)Oc2c(NS(=O)(=O)c3ccc(Cl)cc3)cccc2C1=O,-8,-5,-20,11,-25,0.6,-3,-1.1
CN1CCC[C@@H]1CCNC(=O)c1cccc2c1C(=O)c1ccc(N3CCCC3)cc1S2(=O)=O,19,/,2,2,-19,0.1,0,2.2
CO[C@@H]1CN(C)C(=O)c2cc(NC(=O)Nc3cc(Cl)cc(Cl)c3)ccc2OC[C@H](C)NC[C@H]1C,/,10&3&-4,19,/,/,0.2&0.2&0.1,/,0.3
COCC(=O)Nc1ccc(N2CCCC2)c(S(=O)(=O)Nc2ccccc2OC)c1,-1,10,-29,4,15,0.0,0,2.9
Cc1cc(=O)[nH]c(N/N=C/c2ccccn2)n1,/,0,/,/,53,0.1,19,/
CCCN1C(=O)CSC1=Nc1ccccc1,0,-5,0,-6,6,0.0,-1,-0.3
CN(C)CC(=O)Nc1ccc2c(c1)[C@@H]1C[C@@H](CC(=O)NCc3ccc(-c4ccccc4)cc3)O[C@@H](CO)[C@@H]1O2,8,-12,10,-1,2,0.5,7,-0.4
Cc1ccc(N(CC(=O)NCC(O)c2ccccc2)S(=O)(=O)c2ccc(C)cc2)cc1 (configuration not stated),3,-26,0,2,-3,0.2,0,-1.3
COc1ccc(S(=O)(=O)N[C@@H]2C=C[C@H](CC(=O)N3CCc4ccccc4C3)O[C@H]2CO)cc1,4,-2,2,1,15,-0.3,0,-0.4
COc1ccc(-n2c(=O)c3ccccc3n(CC(=O)OCc3ccccc3)c2=O)cc1OC,/,13,-5,5,20,0.4,-1,2.1
O=[N+]([O-])c1ccn(-c2nc(-c3cccs3)cc(C(F)(F)F)n2)n1,7,36,-5,15,-5,-0.2,-2,-0.8
CCOCCCN(C(=O)Cn1nnc(-c2ccc(OC)c(OC)c2)n1)C(CC)C(=O)NC1CCCC1 (configuration not stated),1,-6,-11,-2,11,0.0,-17,/
CC1=NN(C(N)=S)C(=O)C1N=Nc1c(Br)cc(Br)cc1Br (configuration not stated),11,/,3,-9,-12,0.1,10,0.1
O=C1Nc2cc(Cl)c(Cl)cc2N(O)N1c1ccc(Cl)c(Cl)c1,-3,2,-8,2,/,/,-25,-3.1
O=C(COC(=O)Cc1ccc(Cl)cc1Cl)Nc1ccccc1OC(F)F,/,-22,/,/,5,-0.1,-4,/
O=C(NCCCN1CCOCC1)c1cc(C(=O)C2CCCCC2)c[nH]1,3,11,16,1,-3,0.2,0,-1.2
Cc1ccc(C(=O)NC2CCN(S(=O)(=O)c3ccc(C)cc3)CC2)cc1,1,-7,-1,-12,10,0.0,17,-1.4
C[C@H](CO)N1C[C@H](C)[C@H](CN(C)C(=O)Cc2ccccc2)OCCCC[C@H](C)Oc2ccc(NC(=O)C3CCCCC3)cc2C1=O,2,-37,-6,/,10,0.1,-3,-0.2
CSc1nnc(C)c(/C=C/Nc2ccc(F)cc2F)n1,?,5,4,1,9,0.0,3,-1.9
CN1CCN(c2nc(-c3ccccc3)ncc2S(=O)(=O)c2ccccc2)CC1,9,10,-11,-4,11,0.0,7,-0.2
CCOC(=O)C1(C)CCN1C(=O)c1ccc(OC)cc1OC (configuration not stated),-1,/,-4,-4,-6,0.1,/,-2.5
O=C(C[C@H]1C/C=C\C[C@H](NC(=O)OCC2c3ccccc3-c3ccccc32)C(=O)OC[C@H](Cc2ccccc2)NC1=O)N[C@H](CO)Cc1ccccc1,/,-35,1,/,21,0.0,-22,0.5
CCNC(=O)C[C@@H]1CC[C@@H]2[C@H](COC[C@H](O)CN2C(=O)Nc2ccc3c(c2)OCO3)O1,7,11,-98,7,-83,0.1,13,-0.8
Cc1ccc(/C=C/C(=O)N2CCC(Cc3ccccc3)CC2)cc1,/,-10,/,/,7,0.2,-6,/
C[C@@H]1CN([C@@H](C)CO)C(=O)Cc2cc(NC(=O)Nc3ccc(F)cc3)ccc2O[C@@H]1CN(C)Cc1ccc(Oc2ccccc2)cc1,9,-39,7,-4,-5,0.0,-11,-1.6
CCOC(=O)C1=C(c2ccccc2)Nc2ncnn2C1c1ccc(O)cc1 (configuration not stated),-1,-3,0,-4,5,0.0,-2,-5.8
CC(C)CC#Cc1cnc2c(c1)C(=O)N([C@@H](C)CO)C[C@H](C)[C@@H](CN(C)C(=O)Cc1ccccc1)O2,-7,-12,7,1,-4,-0.4,5,-1.0
C[C@H](CO)N1C[C@H](C)[C@@H](CN(C)C(=O)C2CCCCC2)Oc2ncc(-c3ccccc3F)cc2C1=O,1,0,8,-2,-23,-1.0,-7,-0.6
C[C@@H]1CN([C@H](C)CO)C(=O)CCCn2nncc2CO[C@@H]1CN(C)S(=O)(=O)c1ccc2c(c1)OCCCO2,-6&-17,11&-3,-8&-1,0&-2,2&3,0.0&0.0,-34,1.8&1.9
Cc1ccccc1N1C(=O)CC(N2CCN(C(=O)c3ccco3)CC2)C1=O (configuration not stated),-10,0,-4,1,14,0.2,0,-0.5
CC1CCN(S(=O)(=O)c2ccc(S(=O)(=O)NCc3cccnc3)cc2)CC1,7,-13,6,-3,-5,0.1,-1,1.3
# (next part)
SMILES,DENV2 CPE rescue,GSIS activator,EWS-Fli inh,ERp5 block,PAX8 reporter,XiGFP reactiv,ARNT TACC3 PPI,F508del corr
Cc1cc(C)cc(C(=O)Nc2ccc(NC(=O)c3cccs3)cc2)c1,-7,-3,-17,7,1,0.0,3,2.9
C[C@H](CO)N1C[C@H](C)[C@@H](CN(C)S(C)(=O)=O)Oc2ccc(NC(=O)Nc3ccc4c(c3)OCO4)cc2C1=O,-3&-7,25&-4,-95&-1,2&2,-13,-0.9&0.1,-2&17,-2.4&0.9
Cc1ccccc1NS(=O)(=O)c1ccc2c3c(cccc13)C(=O)N2C,-13,-18,/,-3,-6,-0.2,-11,-1.4
NS(=O)(=O)c1ccc(NC(=S)Nc2ccc(Br)c(Cl)c2)cc1,/,-12,4,1,-14,0.1,-10,1.2
CC1(C(=O)OCC(=O)NCCNC(=O)COC(=O)C2(C)CC2(Cl)Cl)CC1(Cl)Cl (configuration not stated),-4,-9,/,-3,-16,0.0,-7,-3.1
CC1CN(C(=O)CCC(=O)NCCc2ccccc2)c2ccccc2O1 (configuration not stated),0,-19,-18,2,-33,0.1,-1,3.1
CCOC(=O)C1(C(=O)OCC)NC(=O)CC1CC (configuration not stated),-7,/,3,-5,1,0.1,/,-4.0
CCc1ccc(NC(=O)CCc2nnc3ccc(N4CCC5(CC4)OCCO5)nn23)cc1,-8,2,1,-3,1,0.0,1,0.7
CC(=O)C1C(=O)c2c(cccc2[N+](=O)[O-])C1=Nc1ccc(S(N)(=O)=O)cc1 (configuration not stated),-3,-1,1,3,5,0.0,1,1.1
COc1cc(/C=N/NC(=S)Nc2cccc(S(=O)(=O)N(C)C)c2)cc(OC)c1O,?,4,-3,0,36,0.1,12,-1.4
CC1=CC(C)C(/C=N/N=C(N)N)C(C)C1 (configuration not stated),-3,-9,5,3,2,0.0,/,1.0
Cc1ccc(S(=O)(=O)N(C)CCCC(=O)NC(C)(C)C)cc1,1,-2,7,1,5,0.1,-6,1.9
C[C@@H]1CN([C@@H](C)CO)C(=O)Cc2cc(NS(=O)(=O)c3ccc(F)cc3)ccc2O[C@H]1CN(C)Cc1ccc(C(=O)Nc2ccccc2N)cc1,-6,12,/,6,6,0.3,/,-1.3
COc1ccc(/C=C/C(=O)Oc2cccc(/C=N/NC(=O)Cc3ccc(Br)cc3)c2)cc1,-4,12,-14,0,-79,0.3,-13,-3.5
O=C(NCc1ccc2c(c1)OCO2)C1CCCN1C(=O)Nc1ccc(Cl)cc1 (configuration not stated),3,-11,-11,5,5,0.0,-1,-1.3
CCOc1ccc(S(=O)(=O)N2CCC(C(=O)N3CCN(C)CC3)CC2)cc1Cl,18,3,5,0,11,0.0,/,0.7
CCOC(=O)c1ccc(NC(=O)CSc2nnc(NC(=O)c3ccc(S(=O)(=O)N4CCOCC4)cc3)s2)cc1,/,9,/,/,-13,0.1,-8,/
CN(C)c1nc(N)c(C#N)c(C#N)c1C#N,6,2,-1,-5,-20,0.0,-3,1.0
